Screening data from PubChem.
Cav3 T inh: inhibitors of human Cav3.2 T-type calcium channel | Cav3.2-expressing cells, Fluo-4 calcium fluorescence FDSS; active compounds read low | O95180 | B-score at 10 µM | 4% of 100,000 active;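 active = single-dose well whose peak fluorescence ratio is a statistical outlier from its plate by either plate-standardised score or position-corrected B-score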
Numbers without * were called inactive.

CCON1C(=O)CN(C(=O)OC)C1c1ccc(Cl)cc1Cl (stereo not given) was read as Cav3 T inh -0.11.
COc1ccc(-c2noc(CSc3nnc(Cc4ccccc4)n3-c3ccc(Cl)cc3)n2)cc1 was read as Cav3 T inh -4.4.
For CC(=O)c1sc(Nc2nc(C)cc(C)n2)nc1C the results were Cav3 T inh -0.99.
`COc1ccc(C(=O)NCc2nnc(SC)n2C2CCCCC2)cc1` gave Cav3 T inh -0.77.
COc1ccc(NC(=O)C(C)NS(=O)(=O)c2ccc(NC(C)=O)cc2)cc1Cl (stereo not given) was read as Cav3 T inh 1.1.
Screening O=C1/C(=N/n2cnnc2)c2ccccc2N1Cc1ccccc1 returned Cav3 T inh -0.56.
`O=C(c1ccc2c(c1)OCO2)N1CCC2(CC1)Oc1ccc(Cl)cc1C(=O)C21CC(c2cccnc2)=NO1` (stereo not given) gave Cav3 T inh 0.076.
Screening CCC1=NC(c2ccccc2OC)N(O)C1(C)C (stereo not given) returned Cav3 T inh 0.7.
Screening COCc1cc(C)nc2sc(C(=O)N3CCCC3)c(N)c12 returned Cav3 T inh 1.4.
`Cc1cc(Br)cc2c(C(=O)Nc3c(C)n(C)n(-c4ccccc4)c3=O)cc(-c3cccs3)nc12` gave Cav3 T inh -3.9.
For O=C(CN1C(=O)NC2(CCCCCCC2)C1=O)N1CCc2ccccc2C1 the results were Cav3 T inh 0.96.
For S=C1NC(c2ccccc2)=NCN1c1ccc(Cl)cc1 the results were Cav3 T inh -1.5.
`COc1cc(NS(=O)(=O)c2ccc(NC(C)=O)cc2)cc(OC)c1` gave Cav3 T inh -0.2.
Screening CC1CCN(C(=O)c2scc3c2OCCO3)CC1 returned Cav3 T inh 0.42.
`Cc1ccn2cc(CSc3ccccc3)nc2c1` gave Cav3 T inh -0.4.
Screening CCn1c(=O)n(CC(=O)NCc2ccccc2OC)c(=O)c2ccccc21 returned Cav3 T inh 0.005.
CCc1ccc2nc(NC(=O)CSCc3c(C)noc3C)sc2c1 was read as Cav3 T inh -0.83.
`CC1(C)c2[nH]c3ccccc3c2C[C@H]2C(=O)N(Cc3ccc(F)cc3)C(=O)N21` gave Cav3 T inh -0.42.
Screening O=C(NCc1cccs1)[C@@H]1CSC2c3ccccc3C(=O)N21 (stereo not given in full) returned Cav3 T inh -0.33.
`CC1CCCC(C)N1C(=O)c1cc(-c2ccc(Cl)c(Cl)c2)on1` (stereo not given) gave Cav3 T inh -0.62.
COc1ccc(Cl)cc1NC(=O)C1CCCN(S(=O)(=O)c2cccc3nonc23)C1 (stereo not given) was read as Cav3 T inh -0.045.
`CCN(CC)C(=O)Cn1ncc2c1-c1ccccc1OC2` gave Cav3 T inh 0.88.
For CCOCCCNC(=O)C(c1ccccc1)N(Cc1ccc2c(c1)OCO2)C(=O)CNC(C)=O (stereo not given) the results were Cav3 T inh -0.47.
CN(C)c1ccc(/C=N\NC(=O)c2csnn2)cc1 was read as Cav3 T inh 1.1.
C[C@@H]1C=C(C(=O)NCc2nc3ccccc3[nH]2)O[C@H](OCc2ccc(CO)cc2)C1 was read as Cav3 T inh 1.7.
Screening CSc1nc(=O)n(-c2ccccc2)c(C)c1C(C)=O returned Cav3 T inh -0.67.
Screening Cc1ccc(NC(=O)Nc2ncccc2C)cc1 returned Cav3 T inh -2.5.
For O=C(OCN1C(=O)c2ccccc2C1=O)/C(=C\c1ccco1)NC(=O)c1ccccc1 the results were Cav3 T inh 0.32.
Screening O=C(c1ccco1)N1CCN(C(=O)c2cc3c(=O)oc4ccccc4c3s2)CC1 returned Cav3 T inh -0.16.
For CC12CCC(C(=O)Nc3ccc(SC(F)F)cc3)(CC1=O)C2(C)C (stereo not given) the results were Cav3 T inh -0.79.
`CCCCc1nc2ccccc2c(NC(=O)CN(CC)CC)c1CCC` gave Cav3 T inh -1.
Cn1c(=O)n(C)c2cc(S(=O)(=O)N3CCCc4ccccc43)ccc21 was read as Cav3 T inh 0.98.
For COC(=O)C1=C(C)n2nnnc2NC1c1cc2ccccc2o1 (stereo not given) the results were Cav3 T inh -0.92.
For O=C1/C(=C/c2cccnc2)Sc2ccccc21 the results were Cav3 T inh -2.3.
CC1(c2nnc(-c3ccncc3)o2)CC(c2ccc([N+](=O)[O-])cc2)=NO1 (stereo not given) was read as Cav3 T inh 0.77.
Screening CC(C)(C)Cc1nc(-c2ccccn2)no1 returned Cav3 T inh 0.53.
O=C(Nc1ccccc1C(=O)NCc1ccccc1)c1ccco1 was read as Cav3 T inh -0.035.
O=C(N1CCCCC1)C1(c2ccccc2)CCOCC1 was read as Cav3 T inh -0.32.
`O=C(NCc1cccs1)c1cccc(Nc2nc3ccc(Br)cc3[nH]2)c1` gave Cav3 T inh -1.6.
CC1CCCC(NC(=O)CSc2ncccc2C(=O)O)C1C (stereo not given) was read as Cav3 T inh 0.49.
COc1ccc(N(CC(=O)Nc2cccc(C(=O)O)c2)S(=O)(=O)c2c(C)noc2C)cc1 was read as Cav3 T inh -0.49.
Screening Cc1nnc(SCC(=O)Nc2ccc(S(=O)(=O)N3CCCC3)cc2)n1N returned Cav3 T inh -1.3.
Screening O=C(Cn1c(=O)[nH]c2ccsc2c1=O)N1CCN(c2ccc(F)cc2)CC1 returned Cav3 T inh 0.4.
Screening CCCNC(=S)NC1CC2CCC(C1)N2Cc1ccccc1 (stereo not given) returned Cav3 T inh 0.83.
Screening Cc1sc2nc(CN3CCCC3)nc(N3CCC(C(N)=O)CC3)c2c1C returned Cav3 T inh 0.0061.
Screening O=C(Nc1cccc(-c2nc3cc(Cl)ccc3o2)c1)C1CCCO1 (stereo not given) returned Cav3 T inh -1.4.
Screening CC(C(=O)NCc1ccc2c(c1)OCO2)N(c1ccccc1)S(C)(=O)=O (stereo not given) returned Cav3 T inh -0.23.
For Cc1ccc(NC(=O)/C(C#N)=C/c2ccc(C)s2)c(C)c1 the results were Cav3 T inh -0.84.
CC1(c2nnc(-c3ccc(F)cc3)o2)CC(c2ccncc2)=NO1 (stereo not given) was read as Cav3 T inh 0.53.
COCCNC(=O)C1=C(N)C(C(=O)Nc2ccc(C)c(S(=O)(=O)N3CCCCC3)c2)SC1=Nc1ccc(C)cc1C (stereo not given) was read as Cav3 T inh -2.8.

9 entries out of the list, ordered by heavy-atom count, smallest number first.
Screening CC(C)(C)Cc1nc(-c2ccccn2)no1 returned Cav3 T inh 0.53.
O=C(N1CCCCC1)C1(c2ccccc2)CCOCC1 was read as Cav3 T inh -0.32.
For Cc1ccc(NC(=O)/C(C#N)=C/c2ccc(C)s2)c(C)c1 the results were Cav3 T inh -0.84.
CC1CCCC(NC(=O)CSc2ncccc2C(=O)O)C1C (stereo not given) was read as Cav3 T inh 0.49.
Screening O=C(Nc1cccc(-c2nc3cc(Cl)ccc3o2)c1)C1CCCO1 (stereo not given) returned Cav3 T inh -1.4.
Screening Cc1nnc(SCC(=O)Nc2ccc(S(=O)(=O)N3CCCC3)cc2)n1N returned Cav3 T inh -1.3.
Screening O=C(Cn1c(=O)[nH]c2ccsc2c1=O)N1CCN(c2ccc(F)cc2)CC1 returned Cav3 T inh 0.4.
COc1ccc(N(CC(=O)Nc2cccc(C(=O)O)c2)S(=O)(=O)c2c(C)noc2C)cc1 was read as Cav3 T inh -0.49.
COCCNC(=O)C1=C(N)C(C(=O)Nc2ccc(C)c(S(=O)(=O)N3CCCCC3)c2)SC1=Nc1ccc(C)cc1C (stereo not given) was read as Cav3 T inh -2.8.

Going on with the list:
CCOC(=O)c1c(C)n(CCNC(C)=O)c2ccc(OC)cc12 was read as Cav3 T inh 0.71.
Screening O=C1c2ccccc2S(=O)(=O)c2cc(N3CCN(C(=O)c4ccccc4)CC3)ccc21 returned Cav3 T inh 1.3.
Screening N#Cc1cc(-c2ccccc2)cnc1Sc1ccccc1 returned Cav3 T inh -0.24.
O=C(CCS(=O)(=O)c1cccs1)NC1CCCCCC1 was read as Cav3 T inh 0.28.
ONC(=Nc1ccccc1)c1ccccc1Cl was read as Cav3 T inh -0.012.
For O=C(CCC(=O)c1cccs1)Nc1nnc(C2CC2)s1 the results were Cav3 T inh 0.099.
Screening Clc1ccc(-c2nnc(NC3=NCCCCC3)o2)cc1 returned Cav3 T inh 0.84.
Screening CC1(C)Cc2noc(N)c2C(C)(C)N1O returned Cav3 T inh 0.64.
`N#Cc1c(-c2ccc(Cl)cc2)ccn2nc(CCC(=O)O)nc12` gave Cav3 T inh 0.53.
CCC(=O)n1nc(-c2ccc(OC)cc2)nc1SC was read as Cav3 T inh 0.83.
Screening COc1ccc(-c2cc3nc4n(c(=O)c3s2)CCC4)cc1 returned Cav3 T inh -2.
CC1CCC(C(=O)NC(C(=O)NCc2cccnc2)C(C)C)CC1 (stereo not given) was read as Cav3 T inh 0.15.
`COc1ccc(C(=O)c2nc3c(n2O)CCCC3)cc1OC` gave Cav3 T inh 0.45.
`Cc1noc(C(=O)NCc2ccc(F)cc2)c1Cl` gave Cav3 T inh -0.0021.
O=S(=O)(Nc1ccc(S(=O)(=O)Nc2ccccc2)cc1)c1ccccc1 was read as Cav3 T inh -0.68.
For Cc1nc(SCC(=O)N2CC(=O)Nc3ccccc32)c2c(C)c(C)sc2n1 the results were Cav3 T inh -1.1.
CC(C(=O)NC1CCCC1)N(Cc1ccco1)C(=O)c1snc(C(=O)NC2CCCC2)c1N (stereo not given) was read as Cav3 T inh -2.9.
Screening N#CC1=C2Nc3ccccc3N2C(=O)NC1(c1ccccc1)C(F)(F)F (stereo not given) returned Cav3 T inh -0.95.
Screening COc1ccc(C(=O)NC(Nc2ccccc2)C(Cl)(Cl)Cl)cc1 (stereo not given) returned Cav3 T inh -1.6.
`CCOC(=O)N1CCN(C(=O)CCc2c(C)nc3c(c(C)nn3-c3ccc(C)c(C)c3)c2C)CC1` gave Cav3 T inh -0.28.
CC(=O)NC1CSCC1OC(C)=O (stereo not given) was read as Cav3 T inh 0.36.
For COc1ccc(CNC(=O)CN(c2cc(C)cc(C)c2)S(=O)(=O)c2c(C)noc2C)cc1 the results were Cav3 T inh -0.16.
For CC(C)(C)c1ccc(Cn2nnc3c(=O)[nH]c(C4CCCN(C(=O)Cc5cccs5)C4)nc32)cc1 (stereo not given) the results were Cav3 T inh -1.9.
Screening CC1=C(C(=O)Nc2ccc(F)cc2)C(c2cccc(C)c2)n2nc(CCCO)nc2N1 (stereo not given) returned Cav3 T inh -0.29.
CCOC(=O)c1sc2nc(C(C)C)c3c(c2c1N)CC(C)(C)OC3 was read as Cav3 T inh -0.59.
Screening Cc1onc(-c2ccccc2)c1C(=O)Nc1ccc(OC(C)C)cc1 returned Cav3 T inh -0.15.
`CC1CCCC(C)N1Cc1cn2ccccc2n1` (stereo not given) gave Cav3 T inh 0.23.
Cc1ccc(Oc2ccc3c(c2)C(=O)N(c2ccc(S(=O)(=O)Nc4nccs4)cc2)C3=O)cc1 was read as Cav3 T inh 0.026.
`Cc1cc(C)c(C#N)c(SCC(=O)NC(C)(C)C)n1` gave Cav3 T inh 0.079.
Screening COc1ccc(OC)c2c1CCC2=O returned Cav3 T inh 0.49.
Screening CCn1c(=O)cc(OCC(=O)Nc2ccccc2N2CCN(C)CC2)c2ccccc21 returned Cav3 T inh 1.9.
COc1cc(CNC(C)c2ccccc2)c(Br)cc1OCC(N)=O (stereo not given) was read as Cav3 T inh 0.99.
Screening O=c1c2ccccc2[nH]c(=S)n1CCN1CCN(Cc2ccccc2)CC1 returned Cav3 T inh -0.0045.
Cc1ccc(C(=O)Nc2sc3c(c2C(=O)NCc2ccco2)CCCC3)cc1 was read as Cav3 T inh -1.7.
COc1ccc(C(=O)C(CN2CCOCC2)c2ccccc2)cc1F (stereo not given) was read as Cav3 T inh 0.96.
COc1cc(C(=O)NCC(c2ccco2)N2CCCC2)ccc1OCc1c(C)noc1C (stereo not given) was read as Cav3 T inh 0.0027.
Screening O=C(C1=C(O)C(=O)N(CC2CCCO2)C1c1cccnc1)c1ccco1 (stereo not given) returned Cav3 T inh -0.014.
`CCOC(=O)c1sc(=NC(=O)c2ccc(OC)c(OC)c2)n(C)c1C` gave Cav3 T inh -0.24.
`Cc1cccc(Nc2ccccc2C(=O)OCC(=O)N2CCOCC2)c1C` gave Cav3 T inh -0.053.
`COC(=O)c1ccc2c(c1)nc(C)n2CCO` gave Cav3 T inh -0.21.
For OC1(c2cccc(C(F)(F)F)c2)CCN(c2ccc(-c3ccccc3)nn2)CC1 the results were Cav3 T inh 0.017.
O=c1cc(CO)occ1OCc1cccc(C(F)(F)F)c1 was read as Cav3 T inh 1.4.
Screening COc1ccc(-c2c(-c3ccsc3)oc3ccc(N4CCOCC4)cc23)cn1 returned Cav3 T inh -0.49.
Screening COc1ccc(C(=O)c2c(-c3ccc(OC)cc3)oc3ccc(-c4ccc(OC)nc4)cc23)cc1 returned Cav3 T inh -0.56.
O=C1CCCC(=O)C1=Cc1c[nH]c2ccccc12 was read as Cav3 T inh 1.4.
COc1cc(C(=O)O)ccc1OCc1c(C)noc1C was read as Cav3 T inh 0.4.
Cc1nn(-c2ccccc2)c2c1C(c1ccncc1)C(C#N)=C(N)O2 (stereo not given) was read as Cav3 T inh 0.69.
Screening CCC/C=C(\CCC)C(NS(=O)(=O)c1cccc2cccnc12)c1ccc(C(=O)OC)cc1 (stereo not given) returned Cav3 T inh -1.5.
CC1(C(=O)N2CC3(CC(c4ccccc4)=NO3)C[C@H]2C(=O)NCC(N)=O)CC1 (stereo not given in full) was read as Cav3 T inh -0.33.
Screening CNC(=O)N(c1ccccc1)c1ccccc1 returned Cav3 T inh -1.
`O=C(Nc1ccccc1N1CCOCC1)c1cc(-c2ccco2)nc2ccccc12` gave Cav3 T inh 0.39.
Screening CCn1nnc(NC(=O)c2cccc(-c3cc4ccccc4oc3=O)c2)n1 returned Cav3 T inh 0.37.
CC1(C)CC(=O)C(C=NCCc2ccc(O)cc2)=C(O)C1 was read as Cav3 T inh 0.1.
`CC(=S)/C=C1\Sc2ccccc2N1C` gave Cav3 T inh -0.037.

Some of the compounds tested; count on the stated rates, not on these rows.
